Source: PubChem (National Center for Advancing Translational Sciences (NCATS))
pAkt inh: blocks phosphorylation of Akt; actives 0.32% (n = 360,000); activity change, % for hits at 50 µM; AID 651550; Neuro2A IGF-stimulated pAkt S473 HTRF, 20 min; stronger effect = lower value; in the data active = activity change below about -80%; inconclusive = mostly about -51% to -80%; note: % is set by controls: 0 for no effect and ±100 for the full control effect
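Neuro2A cells in DMEM with 0.5% FBS, overnight at 37 deg C, given compound at single 50 µM final, then IGF (6 nM final) for 20 min at 37 deg C. Lysed; phospho-Akt Ser473 by HTRF after 24 h, 665/615 ratio.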
CCT modulator: changes cytosolic chaperonin activity; purified chaperonin ATPase assay, HTRF ADP detection, 30 min; activity change, % (no concentration beside the values), hits read low; actives 0.3% (n = 360,000); AID 651819; in the data active = activity change below about -30%; note: % is set by controls: 0 for no effect and ±100 for the full control effect
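ATPase activity: ADP formed was measured by HTRF Transcreener (665/615 nm ratio) after 30 min at 37 deg C with 10 uM ATP. Compounds screened at one 76 uM concentration against 40 or 20 nM TRiC in Tris pH 7.4/KCl/MgCl2/DTT buffer.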
Nrf2 activator: activators of Nrf2 (ARE) signaling | actives 0.31% (n = 410,000) | AREc32 ARE-luciferase reporter (MCF7-derived line), luminescence, 24 h | Potency, µM (titrated, usually from 46.1 µM), for the others: at the top dose activation, usual class: activators; note: potency is the fitted concentration of half-maximal effect; % of control where 0% means no effect; nearly all actives have a fitted effect of over 65% in size
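Luciferase luminescence (Steady-Glo, 30 min at room temperature) served as the read-out of ARE activation in AREc32 cells treated with compounds for 24 hr at 37 deg C.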
Nrf2 block: Nrf2 pathway inhibition; Potency, µM (top dose mostly 46 µM), for inactives: top-dose activity change, negative = inhibition, actives largely listed as inhibitors; A549 ARE-Fluc reporter, luciferase luminescence, 18-24 h; AID 504444; actives 2.1% (n = 360,000); note: potency is the fitted concentration of half-maximal effect; % is set by controls: 0 for no effect and ±100 for the full control effect; nearly all actives have a fitted effect of over 60% in size
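Cells were seeded and rested 2 h, then exposed to compounds for 18-24 h. CellTiter-Fluor was read first as a viability measure. BugLite was added 15 min before the final luminescent read of ARE-luciferase activity in A549 cells.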
A549 viability: counter-screen for Nrf2 inhibitors: cytotoxicity in A549 cells; A549 ARE-Fluc cells, CellTiter-Fluor viability, 18-24 h; actives 0.16% (n = 390,000); Potency, µM (top dose mostly 46 µM), for the others: at the top dose activity change, negative = cytotoxicity, actives largely listed as inhibitors; AID 504648; note: potency is the fitted concentration of half-maximal effect; % is set by controls: 0 for no effect and ±100 for the full control effect
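Cytotoxicity counterscreen: CellTiter-Fluor fluorescence was measured in A549 ARE_Fluc cells after 18-24 h of compound exposure in a concentration series. The subsequent BugLite luminescent read reports ARE-luciferase activity.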
TGFb inhibitor: blocks TGF-b signaling. actives 1.2% (n = 410,000). HepG2 CAGA-GFP TGF-b/SMAD3 reporter, GFP fluorescence, 18 h; TGF-beta stimulated, 500 pg/mL final. Potency, µM (top dose mostly 46.1 µM), inactives show at the top dose activity, negative = inhibition, hits mostly inhibitors; note: potency is the fitted concentration of half-maximal effect; % is set by controls: 0 for no effect and ±100 for the full control effect; nearly all actives have a fitted effect of over 65% in size
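Smad-responsive CAGA-GFP expression was quantified in HEPG2 cells exposed to compounds and 500 pg/mL final TGF-beta for 18 h at 37 degrees C; unstimulated wells defined full inhibition.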
HepG2 tox: HepG2 cytotoxicity, counter-screen for TGF-b inhibitors; HepG2 CAGA-GFP viability, ATP luminescence, 18 h; AID 588856; Potency, µM (doses to about 46.1 µM), inactives show at the top dose activity change, negative = cytotoxicity, actives largely listed as cytotoxic; actives 0.76% (n = 410,000); note: potency is the fitted concentration of half-maximal effect; some results filed as inactive show a strong effect at the top dose
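HepG2 CAGA-GFP cells (1000/well, DMEM with 1% FBS) received compound, then TGF-beta at 500 pg/mL final, and were incubated 18 hours at 37 degrees C. Viability was read by CellTiter-Glo luminescence. Media-only wells were set as complete cell-killing and DMSO as no toxicity.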
ATXN viability: reduces viability in counter-screen for ATXN expression inhibitors; S2 cells (HEK-293 line with an ATXN2-luciferase reporter) viability, CellTiter-Fluor protease fluorescence, 24 h; Potency, µM (titrated, usually from 56.7 µM), usual class: cytotoxic; actives 0.49% (n = 400,000); AID 651635; note: potency is the fitted concentration of half-maximal effect; nearly all actives have a fitted effect of over 40% in size
MmCpn inh: inhibitors of Methanococcus maripaludis chaperonin (MmCpn); purified Mm-Cpn ATPase, ADP Transcreener TR-FRET; actives 0.031% (n = 330,000); Potency, µM (highest dose often 76.9 µM), without a hit: top-dose activity, negative = inhibition, actives largely listed as inhibitors; note: potency is the fitted concentration of half-maximal effect; % is set by controls: 0 for no effect and ±100 for the full control effect; nearly all actives have a fitted effect of over 80% in size
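ATPase read-out: TR-FRET ADP immunoassay (anti-ADP Eu cryptate vs ADP-d2), ex 320 nm, em 590/665 nm; signal drops as ADP forms. Enzyme 25 nM, ATP 10 uM, 30 min at 37°C after 10 min compound preincubation.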
An asterisk follows results filed as active; i = inactive; ? = inconclusive; . = no result given; & = joins results of further samples. Unless noted, calls come from the whole dose curve; as a rule, active = well fitted curve in the direction sought with a large enough effect; inconclusive = small, poorly fitted or top-dose-only effect, or another doubt; inactive = no such curve, though single readings can be large; an effect the other way counts as inactive or inconclusive.

structure | pAkt inh | CCT modulator | Nrf2 activator | Nrf2 block | A549 viability | TGFb inhibitor | HepG2 tox | ATXN viability | MmCpn inh
Cc1ccccc1C(=O)Nc1cccc(OCc2cc(=O)n3c4c(sc3n2)CCCC4)c1 | . | . | 0.0% | 22% | 6% | 6% | -5% | i | .
Nc1cc(Br)c(N)c(Br)c1 | i | 0.5 | 11% | -29% | -5% | 7% | 8% | i | -6%
CC(C)CC(=O)N1CCN(S(C)(=O)=O)CC1 | i | 0.1 | 0.8% | -15% | -5% | 0% | -8% | i | -7%
CCOC(=O)C1Sc2ccccc2NC1=O (configuration not stated) | i | -4.9 | -0.2% | 0% | -2% | -9% | -3% | i | 0%
O=C(NCC1CCCO1)c1cc2c([nH]c3ccccc32)c(-c2cccc(Cl)c2)n1 (configuration not stated) | i | 0.0 | 0.3% | ? | -21% | ? | -4% | ? | -9%
CCC(=O)NC(Nc1c(C)n(C)n(-c2ccccc2)c1=O)C(Cl)(Cl)Cl (configuration not stated) | i | -1.0 | 0.5% | -8% | -19% | 13% | 13% | i | -4%
O=C1OCCC1Sc1nc2ccccc2s1 (configuration not stated) | i | -2.1 | -0.8% | . | 0% | 13% | -5% | i | 1%
COc1ccccc1/C=N/NC(=O)c1nnn(-c2nonc2N)c1CN(C)c1ccccc1 | i | 1.6 | 0.1% | -16% | 1% | 21% | -4% | i | -3%
COc1ccc2cc(C(=O)N/N=C/c3cc(OC)c(OC)c(OC)c3)[nH]c2c1 | i | -2.8 | 3.6% | ? | 2% | -11% | 8% | i | 1%
COc1cc(CN2CCC(N3CCC(C(=O)N4CCCC4)CC3)CC2)cc2c1OCO2 | i | -0.8 | 2.3% | 6% | 14% | -8% | -9% | i | -2%
O=S(=O)(c1cccc(Cl)c1)c1nnn2c1nc(NCc1ccc3c(c1)OCO3)c1sccc12 | . | . | 3.9% | ? | -9% | -9% | -1% | i | .
COc1ccc(-c2ccc3oc(-c4ccc(OC)cc4)c(C#CCCO)c3c2)cc1 | i | -1.6 | -1.2% | -27% | -14% | ? | -45% | ? | .
CCn1c(=O)c2sccc2n2c(CCC(=O)Nc3ccc(F)cc3)nnc12 | . | . | -0.4% | ? | -3% | -3% | 7% | i | .
O=C(Cc1ccccc1)N1CCN(c2ccccc2F)CC1 | i | -1.3 | 0.1% | -5% | 1% | 4% | 1% | i | 1%
O=Cc1cn(CC(=O)N2CCCc3ccccc32)c2ccccc12 | i | 1.4 | 0.6% | 17% | -4% | -12% | -29% | ? | 0%
CCOc1ccc(CC(=O)Nc2sc(Cc3ccccc3)cc2C(N)=O)cc1OCC | i | -3.8 | 0.3% | -5% | 3% | -1% | -23% | i | 0%
COc1ccc(-c2c(C)cc3oc(=O)cc(-c4ccccc4)c3c2C)cc1F | i | 0.6 | -0.9% | -7% | 19% | -3% | -31% | i | -2%
CC1CCCC(NC(=O)CSc2ncnc3ccccc23)C1C (configuration not stated) | i | 2.9 | 9.7% | -22% | 3% | -11% | -19% | i | -2%
Cc1ccccc1NC(=O)Cn1c(=O)n(Cc2ccccc2)c(=O)c2c(C)c(C)sc21 | i | -25 | -0.8%&-0.2% | 11%&-8% | -5%&-2% | -9%&6% | -1%&4% | ? | 0%
CC(=O)Nc1cccc(C(=O)N(Cc2ccccc2)Cc2ccccc2)c1 | i | -2.0 | -1.3% | 0% | -3% | -13% | -25% | ? | 1%
CCOc1cc(/C=N/NC(N)=O)cc(Br)c1OCc1ccccc1F | i | -2.6 | 18% | ? | -9% | -10% | -1% | i | -5%
COc1ccc(-n2c(Cc3cccn3C)nnc2SCC(=O)NC2CCCCC2)cc1 | i | -0.4 | -0.7% | 8% | 9% | -9% | -33% | i | -1%
O=P(O)(C(O)c1ccccc1)C(O)c1ccccc1 (configuration not stated) | i | -1.4 | -0.3% | -9% | -2% | 14% | 28% | i | 1%
Cn1c(=O)c(C(=O)CN2CC(=O)Nc3ccccc32)c(N)n(Cc2ccccc2)c1=O | i | 0.4 | 0.4% | 8% | -1% | -2% | 15% | i | -3%
CC1=C(C(=O)OCc2ccccc2)C(c2ccc3ccccc3c2)NC(=O)N1CCCCCC(=O)O (configuration not stated) | i | -0.9 | 0.3% | -3% | 0% | -12% | -13% | i | 1%
Brc1ccc(OCCOc2cccc3cccnc23)cc1 | i | -0.2 | -0.2% | -3% | 25% | -29% | -19% | i | 0%
CC(C)CN(C(=O)COc1cccc(-n2cnnn2)c1)C1CCS(=O)(=O)C1 (configuration not stated) | i | 0.0 | -0.6% | -5% | -1% | 22% | 5% | i | 1%
COC(=O)CC1C(=O)NCCN1C(=O)CSc1nnc(Nc2ccc(C)cc2)s1 (configuration not stated) | i | -1.3 | -0.1% | 4% | 0% | 4% | -12% | i | 0%
CCN(C(=O)CN1CCN(c2ccc(OC)cc2)CC1)c1c(N)n(Cc2ccccc2)c(=O)[nH]c1=O | i | -1.6 | -0.8% | -9% | 3% | 0% | 1% | i | 1%
O=C1CN(C(=S)Nc2ccccc2Cl)CCN1 | i | -0.9 | 2.0% | ? | 2% | -12% | -6% | i | 1%

structure | pAkt inh | CCT modulator | Nrf2 activator | Nrf2 block | A549 viability | TGFb inhibitor | HepG2 tox | ATXN viability | MmCpn inh
CSc1ccc(/C=C/C(=O)Nc2ccccc2)cc1 | i | -3.9 | -1.0% | ? | 0% | 16% | -41% | i | 2%
COc1cc2c(C(=O)O)c(C)n(-c3ccccc3)c2c2ccccc12 | i | 0.9 | 0.1% | -18% | 0% | -3% | 0% | i | -2%
CC1CCN(C(=O)C2CCCN(S(=O)(=O)c3cccc4nsnc34)C2)CC1 (configuration not stated) | i | -0.5 | -0.4% | -24% | -1% | -4% | -9% | i | 4%
Clc1cccc(CSc2nc(NCCc3ccccc3)c3ccccc3n2)c1 | . | . | 25% | . | -1% | 0% | -3% | . | .
O=C(NN=Cc1ccccc1Cl)c1ccccc1 | i | 0.7 | ? | . | . | 0% | -4% | i | .
COc1cc(NC(=O)CCc2c(C)[nH]c(=O)c(C#N)c2C)cc(OC)c1 | i | -0.8 | -0.4% | 12% | 4% | 5% | 5% | i | 0%
O=C(C1CCCN1S(=O)(=O)c1cccc2nsnc12)N1CCCCC1 (configuration not stated) | i | 1.4 | 0.1% | -4% | 1% | -1% | 14% | i | 2%
COc1cccc(S(=O)(=O)N(C)C[C@@H]2OCc3cnnn3CCCC(=O)N([C@@H](C)CO)C[C@H]2C)c1 | i | 0.4 | 0.9% | . | . | 9% | -18% | . | .
CCCCOc1ccc(/C=C2/Sc3ccccc3C2=O)cc1 | i | 1.8 | 7.7% | ? | 19% | -1% | 7% | i | 0%
CN1/C(=C\C(=O)CSc2nncn2C)C(C)(C)c2ccccc21 | i | -1.0 | -0.5% | 2% | -7% | 3% | 7% | i | 1%
Cc1ccc(-n2nc3c(=O)n(CCCC(=O)NCc4ccccc4C)nc(C)c3c2C)cc1 | i | 1.1 | 0.1%&2.7% | -25%&3% | 3%&3% | ? | -42%&6% | i | 0%
O=C(C1CC1)N1CCN(Cc2ccccc2)CC1 | i | -1.9 | -0.2% | 4% | 11% | -14% | 0% | i | .
CN(Cc1ccccc1)C(=O)c1[nH]cnc1C(=O)Nc1ccccc1 | i | -1.5 | 16% | 4% | 1% | ? | -20% | ? | 0%
Cc1ccc(-c2ccc(CO)o2)cc1N | i | 1.1 | 0.1% | 22% | -9% | -24% | -27% | i | 1%
CCOc1ccc(-n2c(SCC(=O)Nc3ccc(OC)cc3)nc3sc4c(c3c2=O)CCN(C)C4)cc1 | i | 0.6 | 0.5% | -11% | -19% | 0% | -3% | i | ?
CNc1ccccc1-c1nc2ccccc2n(C)c1=O | i | -1.5 | 4.0% | 19% | -16% | -3% | 1% | ? | 1%
Cc1cccc(C)c1OCC(O)CN1CCC(CN2C(=O)c3cccc4cccc(c34)C2=O)CC1 (configuration not stated) | i | -1.3 | -0.4% | -15% | ? | -10% | -19% | . | 0%

An excerpt from the list above, for reference:
structure | pAkt inh | CCT modulator | Nrf2 activator | Nrf2 block | A549 viability | TGFb inhibitor | HepG2 tox | ATXN viability | MmCpn inh
O=C(NN=Cc1ccccc1Cl)c1ccccc1 | i | 0.7 | ? | . | . | 0% | -4% | i | .
COc1cc(NC(=O)CCc2c(C)[nH]c(=O)c(C#N)c2C)cc(OC)c1 | i | -0.8 | -0.4% | 12% | 4% | 5% | 5% | i | 0%
O=C(C1CCCN1S(=O)(=O)c1cccc2nsnc12)N1CCCCC1 (configuration not stated) | i | 1.4 | 0.1% | -4% | 1% | -1% | 14% | i | 2%
COc1cccc(S(=O)(=O)N(C)C[C@@H]2OCc3cnnn3CCCC(=O)N([C@@H](C)CO)C[C@H]2C)c1 | i | 0.4 | 0.9% | . | . | 9% | -18% | . | .
CCCCOc1ccc(/C=C2/Sc3ccccc3C2=O)cc1 | i | 1.8 | 7.7% | ? | 19% | -1% | 7% | i | 0%
CN1/C(=C\C(=O)CSc2nncn2C)C(C)(C)c2ccccc21 | i | -1.0 | -0.5% | 2% | -7% | 3% | 7% | i | 1%
Cc1ccc(-n2nc3c(=O)n(CCCC(=O)NCc4ccccc4C)nc(C)c3c2C)cc1 | i | 1.1 | 0.1%&2.7% | -25%&3% | 3%&3% | ? | -42%&6% | i | 0%
